Peg3 promoter = inhibitors of Peg3 promoter; actives 1.7% (n = 360,000); inhibition, % at 20 µM; HeLa PEG-Prom luciferase reporter, luminescence, overnight;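 active = inhibition of at least 50% at 20 µM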
TROY signal inh = blocks TROY-dependent signaling in reporter cells. Q293 LMP1-TROYcd NF-kB luciferase reporter, 4 h. inhibition, % at 10 µM. actives 0.98% (n = 360,000);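 active = compounds whose plate-normalised and pattern-corrected inhibition of the luciferase reporter signal at the single screening dose is 50% or more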
NR2E3 ag-1 = NR2E3 (human) agonism. inhibition of corepressor binding, % at 4.78 µM. actives 0.12% (n = 320,000). GST-NR2E3/biotin-RetCOR TR-FRET, 1536-well. AID 2300;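 active = percent inhibition above the cutoff of mean plus 3 SD of all tested compounds, set per screening campaign, cut at about 20% in these data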;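 note: 0% = DMSO wells and 100% = biotin wells as full block of FRET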
Target sequence (Q9Y5X4 whole entry, looked up): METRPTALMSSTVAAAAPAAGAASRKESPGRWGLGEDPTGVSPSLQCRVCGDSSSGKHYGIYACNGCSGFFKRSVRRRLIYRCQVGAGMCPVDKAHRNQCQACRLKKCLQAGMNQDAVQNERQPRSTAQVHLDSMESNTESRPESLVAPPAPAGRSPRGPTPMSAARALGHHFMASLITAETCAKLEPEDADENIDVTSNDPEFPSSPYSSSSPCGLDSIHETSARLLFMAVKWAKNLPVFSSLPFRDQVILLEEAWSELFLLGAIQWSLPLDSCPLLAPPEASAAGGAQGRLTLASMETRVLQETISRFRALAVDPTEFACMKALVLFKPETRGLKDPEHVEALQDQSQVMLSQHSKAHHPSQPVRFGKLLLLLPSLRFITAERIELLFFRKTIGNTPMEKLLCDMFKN
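Assay system: NR2E3–RetCOR corepressor complex. Quantity: 1.35 nM GST-NR2E3. Buffer or medium: pH 7.5 Tris-based buffer. Reagent: biotinylated RetCOR corepressor at 7 nM final. Schedule: 5 h at 4 °C. Detection: TR-FRET, emission read at 617 and 671 nm. Replicates: one well per compound, singlicate testing.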
TWEAK Fn14 block = blocks TWEAK-Fn14 interaction in a reporter cell assay; actives 2% (n = 360,000); TWEAK-stimulated Fn14 reporter cells, luciferase luminescence, 8 h; inhibition, % at 10 µM; in the data active = inhibition above about 50%
Shn3 3UTR inh = Schnurri-3 reporter inhibition in Clone20 osteoblasts | Clone20 osteoblast Shn3 3'UTR firefly luciferase, 24 h | inhibition, % at 12.5 µM | actives 0.52% (n = 360,000) | AID 588674;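 active = mean inhibition of at least 75% with every replicate also reaching 75%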;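 note: 0% = median of neutral control wells and 100% = pilot-screen positive control compound; some compounds past the cut are filed as inactive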
CF NFkB block = cystic fibrosis NF-kB activation inhibition. KKLEB NF-kB-GFP reporter, PAF-induced, GFP fluorescence overnight. inhibition, % at 5 µM. actives 0.86% (n = 360,000);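 active = at least 50% inhibition at 5 µM, scaled per plate between neutral and stimulator controls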;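 note: PAF is a Pseudomonas aeruginosa culture filtrate used as stimulus; plate controls were PAF-stimulated DMSO wells for no effect and unstimulated DMSO wells for full effect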
KKLEB tox = CF airway cell cytotoxicity counter-screen; actives 0.36% (n = 360,000); activity change (cytotoxicity), % at 5 µM; KKLEB CF airway cells viability, ATPlite luminescence, overnight; stronger effect = lower value; cells stimulated with P. aeruginosa culture filtrate;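 active = corrected activity change at or below -50% at 5 µM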
NR2E3 ag-2 = agonists of human NR2E3 nuclear receptor | CHO-S Gal4-NCOR/VP16-NR2E3 two-hybrid, luciferase | inhibition of corepressor binding, % at 3.98 µM | AID 602229 | actives 0.35% (n = 360,000);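 active = inhibition above the mean of all tested compounds plus 3 SD, cut at about 70% in these data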;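 note: 0% = DMSO with NR2E3 transfected cells and 100% = cells lacking NR2E3 construct; higher means lower luciferase signal from less NR2E3 corepressor binding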
TRAIL sens C8 = caspase-8 TRAIL sensitization; NB7+C8 cells + TRAIL, ATPlite viability luminescence; inhibition (viability loss, TRAIL sensitization), % at 10 µM; actives 1% (n = 360,000);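 active = compounds causing at least 50% loss of cell viability in the single-dose screen, relative to plate controls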
TRPM1 prom inh = MITF TRPM1 promoter inhibition in SK-MEL-5 cells; SK-MEL-5 TRPM1 promoter luciferase, 24 h; inhibition, % at 12.5 µM; actives 0.83% (n = 330,000);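 active = mean inhibition across replicates of 60% or more, whatever share of single replicates reaches that level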; note: values of inactives mirror those of a sister screen read the other way
HIF-2a inh = blocks HIF-2a reporter activity; AID 624352; actives 0.72% (n = 360,000); inhibition, % at 18.8 µM; 786-0 RCC cells HIF-2a reporter, luciferase luminescence, overnight;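 active = inhibition of the luminescence signal of 40% or more relative to plate controls, in a single-dose primary screen at 18.75 µM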
* hit, by the source's call; / = no result given.

SMILES	Peg3 promoter	TROY signal inh	NR2E3 ag-1	TWEAK Fn14 block	Shn3 3UTR inh	CF NFkB block	KKLEB tox	NR2E3 ag-2	TRAIL sens C8	TRPM1 prom inh	HIF-2a inh
O=C(CCc1ccccc1)Nc1cccc(-c2nnc(-c3ccco3)o2)c1	-85	19	5	53*	12	1	14	-100	32	-10	-47
CC1(CCc2ccc3c(c2)OCO3)NC(=O)c2ccccc2N1 (stereo not drawn)	-3	-16	0	-11	1	14	-8	-3	-8	-9	6
COc1ccc(C(=O)CCC(=O)NC2=NCCS2)cc1	2	-17	3	-4	0	-10	-15	15	-4	0	-4
CC(C)C[C@@H](CSc1ccc(Br)cc1)N1CCN(C)CCC1=O	-318	21	5	8	-50	6	-13	-50	9	-79	-226
Cc1cc(C)cc(Cn2cc(CN3CC(N4CCN(C)CC4)CS3(=O)=O)nn2)c1 (stereo not drawn)	/	-10	/	-6	/	/	/	-4	2	/	4
CC(Nc1c[nH]c(=O)[nH]c1=O)c1ccccc1 (stereo not drawn)	13	8	/	6	-12	7	20	-14	-25	-5	16
CC(C)(C)c1ccc(OCC(=O)NCCN2CCOCC2)cc1	5	-3	6	-16	-10	2	-3	-23	1	11	10
COc1ccc(CCN2C(=O)CN(Cc3ccccc3)CC2=O)cc1OC	44	-14	4	10	-1	-5	7	-16	4	9	9
COc1ccc(CNC(=O)C2CCN(S(=O)(=O)N3CCCCC3)CC2)c(OC)c1	-2	11	1	-15	9	-12	0	-13	4	-4	4
CC1(C)C2CC=C(/C=N/NC(=S)Nc3cccnc3)C1C2 (stereo not drawn)	16	7	6	-6	2	-19	17	-11	-8	10	7
Cc1oc(-c2cccs2)cc1C(=O)N1CCCC(C)(C(=O)O)C1 (stereo not drawn)	-9	-6	/	1	-24	-22	7	-30	-3	/	-1
CC(=O)Nc1cccc(Nc2ccc(C#N)cc2)c1	-24	16	/	-1	-6	-56	-3	-2	-13	/	-16
COc1ccc(-n2nc3c(c2NC(=O)c2cc4ccccc4o2)CS(=O)(=O)C3)cc1	7	-1	3	-4	12	13	-7	1	-10	7	10
Cc1ccccc1C(=O)N1CCN(c2ncnc3c2cnn3-c2ccccc2)CC1	2	30	-4	26	36	1	1	-6	14	5	-3
COC(=O)CSC1=C(C#N)C(c2ccccc2F)CC(=O)N1 (stereo not drawn)	13	1	0	13	12	-2	8	-18	7	7	11
O=C(CCn1c(=O)sc2ccccc21)Nc1nccs1	-189	-75	-2	-13	-33	-13	-1	-70	22	-48	-172
CC(=O)c1cc2c(cc1NC(=O)CSc1ncccn1)OCO2	-2	14	/	-3	-5	-33	5	8	9	/	3
COCCn1nnnc1C(CC(C)C)N1CCN(C(=O)c2ccco2)CC1 (stereo not drawn)	7	28	/	-3	-12	0	0	1	3	6	-1
Cc1ccc(N(C(=O)CNC(=O)c2ccco2)C(C(=O)NC2CCCC2)c2cccnc2)c(C)c1 (stereo not drawn)	15	3	3	3	6	0	8	5	10	-2	21
CCCCCCNC(=O)O[C@H]1C[C@H](C(=O)OC)[C@H](C(=O)OC)C2CN(S(=O)(=O)c3ccc(C)cc3)C[C@@]21O (stereo partly drawn)	-4	-3	/	9	-14	-8	-10	-29	4	/	-3
CNC(=O)C1CCN(S(=O)(=O)c2c(C)noc2/C=C/c2ccc(OC)cc2)CC1	8	13	1	-1	-3	2	2	-33	-15	/	-3
O=C(NCC(O)COc1ccc([N+](=O)[O-])cc1)Nc1ccccc1 (stereo not drawn)	-9	7	0	41	-57	-3	-8	-27	-4	5	-95
CCC(=O)N(Cc1cc2ccccc2[nH]c1=O)c1ccc(OC)cc1	12	0	-2	-9	3	-1	7	-5	-1	0	21
COC(=O)c1ccccc1NC(=S)NC(=O)COc1ccc(C)cc1	-216	23	-1	-3	-4	-7	-4	-27	5	-7	-133
Cc1nn(CCCC(=O)Nc2ccccn2)c(C)c1[N+](=O)[O-]	5	9	-1	-4	-2	-1	2	-20	7	-1	7
O=C(Nc1cc(S(=O)(=O)N2CCCCCC2)ccc1OCC(F)(F)F)c1cnccn1	14	-16	0	-16	17	-20	20	-27	-2	-8	-1
Cc1ccc(S(=O)(=O)CCC(=O)OCc2cc(=O)oc3cc(C)ccc23)cc1	-14	8	/	50	-4	11	-19	-2	-2	2	-21
COc1cc(C(=O)N/N=C/c2ccc(OC(=O)c3ccccc3Cl)cc2)ccc1O	6	53*	-1	-6	-15	-19	4	10	18	5	-36
Cc1c(N=Nc2ccc(N(C)C)cc2)c(=O)n(-c2ccccc2)n1C	-156	-1	/	-24	-23	-1	8	-47	-31	-26	-219
C[C@@H]1CCCCO[C@H](CN(C)S(=O)(=O)c2ccc(F)cc2)[C@@H](C)CN([C@H](C)CO)C(=O)c2cc(NC(=O)Nc3ccc(C(F)(F)F)cc3)ccc2O1	20	2	/	14	12	-10	4	-15	37	/	-1
Cc1nc2c(ncn2-c2ccccc2)c(=O)n1NC(=O)CN1CCCC1	-3	-3	-2	0	6	-6	2	-5	5	1	8
Cc1c(C)c(C)c(S(=O)(=O)Nc2ccc3[nH]c(=O)[nH]c3c2)c(C)c1C	16	18	3	10	18	6	2	-16	-3	-3	17
FC(F)(F)c1cc(-c2ccccc2)nc(N2CCCCCC2)n1	12	-12	2	8	-3	2	11	-12	4	3	5
N#CC1(NC(=O)COC(=O)Cc2c[nH]c3ccccc23)CCCCC1	9	2	/	2	14	-23	5	16	-2	/	14
O=C1CN(C(=O)COc2ccccc2)c2ccccc2N1	10	13	3	-11	-6	-15	21	-18	-5	-3	3
CC(NC(=O)C(Cc1ccccc1)=NO)c1ccccc1 (stereo not drawn)	-40	-12	/	-3	0	-7	-11	10	-1	-12	-45
CN(Cc1ccccc1)C(=O)CN1C(=O)c2ccc([N+](=O)[O-])cc2C1=O	7	8	-2	22	1	13	3	0	-22	13	4
O=c1[nH][nH]c(C(F)(F)F)c1C=NCc1cccc(Cl)c1	15	-3	-2	4	4	-11	-2	-16	1	-6	15
Cn1cccc1-c1cc(C(=O)N/N=C/c2cccc(O)c2)[nH]n1	-43	-1	6	-4	-16	-13	14	-13	9	-40	-36
COc1ccccc1CCC(=O)Nc1cc(S(=O)(=O)N2CCCCC2)ccc1N1CCN(C)CC1	-5	2	3	5	10	19	-6	-18	0	-17	7
COC(=O)CN1C(=O)COc2ccc(S(=O)(=O)N3CCOCC3)cc21	-28	2	-1	1	3	-1	20	22	-1	10	-4
O=C(CSc1nc(-c2ccccc2)c(-c2ccccc2)o1)Nc1nnc(-c2ccccc2)s1	-8	-28	4	-8	-4	2	3	-21	-10	10	-2
Cn1c(N2CCN(S(=O)(=O)c3ccc(F)cc3)CC2)nc2ccccc21	10	12	1	-8	8	-1	0	-27	-6	8	16
O=C(Nc1ccc(N2CCN(C(=O)c3ccco3)CC2)cc1)c1ccc(F)cc1	-8	-12	-2	-5	15	-3	8	-25	1	-2	7
CCC(C)c1ccc(NS(=O)(=O)c2c(C)[nH]c(=O)[nH]c2=O)cc1 (stereo not drawn)	5	11	0	-8	-12	-20	4	-5	-15	-15	7

Complete entries as entered above.
Results for `COc1ccccc1CCC(=O)Nc1cc(S(=O)(=O)N2CCCCC2)ccc1N1CCN(C)CC1` : Peg3 promoter: -5; TROY signal inh: 2; NR2E3 ag-1: 3; TWEAK Fn14 block: 5; Shn3 3UTR inh: 10; CF NFkB block: 19; KKLEB tox: -6; NR2E3 ag-2: -18; TRAIL sens C8: 0; TRPM1 prom inh: -17; HIF-2a inh: 7
Results for `CC(NC(=O)C(Cc1ccccc1)=NO)c1ccccc1` (stereo not drawn) : Peg3 promoter: -40; TROY signal inh: -12; NR2E3 ag-1: /; TWEAK Fn14 block: -3; Shn3 3UTR inh: 0; CF NFkB block: -7; KKLEB tox: -11; NR2E3 ag-2: 10; TRAIL sens C8: -1; TRPM1 prom inh: -12; HIF-2a inh: -45

The list goes on.
SMILES	Peg3 promoter	TROY signal inh	NR2E3 ag-1	TWEAK Fn14 block	Shn3 3UTR inh	CF NFkB block	KKLEB tox	NR2E3 ag-2	TRAIL sens C8	TRPM1 prom inh	HIF-2a inh
O=C(c1ccc2c(=O)n3c(nc2c1)CCCCC3)N1CCN(c2ccccc2)CC1	8	-1	-1	-2	-10	1	-5	4	6	10	6
Cc1cc(NC(=O)CSc2nc(N)c(NC(=O)c3ccccc3)c(=O)[nH]2)no1	10	-7	0	-2	-32	11	14	-15	-5	7	9
Cc1cc(-c2ccc(Cl)cc2)c2cnn(C(C)C)c2n1	-20	-17	2	16	-12	8	0	-28	10	-32	-123
CCOC(=O)c1cc(OC(=O)c2ccccc2)n(-c2ccccc2)n1	7	22	-1	4	-6	-7	-21	11	5	8	6
CSc1cccc(NC(=O)N2CCc3ccc(NC(=O)c4ccccn4)cc3C2)c1	-161	-12	1	32	-64	30	-25	-44	30	-72	-197
CCC(C)(C)NC(=O)Cc1ccc(F)cc1	11	4	-2	-2	-1	8	7	-5	-7	-2	8
O=C(/C=C/Nc1ccc(F)c(Cl)c1)c1ccccc1	-354	-14	3	-21	-228	-11	0	-75	26	-51	-291
CCOC(=O)C(C)Sc1ncc(OC)c(Sc2ccc(Cl)cc2)n1 (stereo not drawn)	14	-9	3	13	4	3	6	17	-3	-2	14
c1ccc(CSc2nc3ccccc3[nH]2)cc1	-351	-50	4	3	-79	-27	3	-76	26	-116	-309
CSc1ccc(CN2CCC(Oc3ccc(C(=O)N4CCCC4)cc3)CC2)cc1	-120	3	1	25	10	6	-2	-9	-13	5	15
COc1ccccc1CNc1ccc(Br)cn1	-153	-49	5	-21	-12	-9	5	-95	10	-42	-246
COc1ccc(C(=O)NC(=S)NCC2CCCO2)cc1 (stereo not drawn)	-84	-32	0	-4	-37	-8	-4	-43	-6	-31	-115
COc1ccccc1NC=C1C(=O)OC(C)(C)OC1=O	-37	-53	1	-12	0	3	-3	-1	-18	-27	-17
O=C(Nc1ccc(F)cc1)C(Cc1ccccc1)n1cccc1 (stereo not drawn)	8	-16	-2	-7	8	-20	-9	3	-1	8	16
COc1ccc(C(=O)N2CCCC(c3nc(-c4cccs4)no3)C2)cc1 (stereo not drawn)	-7	0	4	-9	19	-10	5	20	-18	0	-11
CC(C)[C@H](NC(=O)c1ccco1)C(=O)OCC(=O)N(C)c1ccccc1	14	-29	-2	-3	2	-23	9	24	0	-1	18
C/C(=N\NC(=O)c1cccc(C)c1)c1ccc(N2CCOCC2)cc1	-19	-13	2	-17	8	5	-1	-20	4	-15	-15
O=S(=O)(c1ccc(F)cc1)N1CCC2(CC1)OCCO2	4	-21	-1	14	10	1	-11	-18	-6	-2	15
CC(Oc1ccc(Cl)cc1)C(=O)NNC(=S)NC(=O)c1ccco1 (stereo not drawn)	15	-38	0	-10	35	3	-5	-46	26	0	28
CC(C)(C)c1nc(NCC2CCCO2)c2nnn(Cc3ccccc3)c2n1 (stereo not drawn)	16	-4	5	14	14	18	-2	-4	-12	5	4
CC(C)N(CCCNC(=O)c1ccc(CS(=O)(=O)c2c(Cl)cccc2Cl)o1)Cc1ccccc1	-16	-7	-3	6	2	36	-15	2	2	-4	11

Bioassay records from PubChem.

Not all compounds are listed; count on the stated rates, not on these rows.
